Assay outcomes deposited in PubChem by National Center for Advancing Translational Sciences (NCATS).
HCMV antiviral: qHTS Assay for inhibitors of the human cytomegalovirus (HCMV) | HFF cells, HCMV-luciferase reporter, 72 h; hits give low values | activity change, negative = inhibition, % at 57.5 µM | hit rate 4.5% among 410,000; in the data active = activity change below about -60%; inconclusive = no clear call, values can overlap the other calls; inactive = above about -39%
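Luciferase read-out from HCMV-luciferase-infected HFFs (MOI 1 PFU/cell) 72 h post infection at 37C; compounds added after 16 h cell attachment; activity normalized between buffer-only basal and Salinomycin (10uM) inhibitor controls.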
Sm TGR block: qHTS Assay for the Inhibitors of Schistosoma Mansoni Peroxiredoxins | hit rate 3% among 360,000 | Potency, µM (series often up to 114 µM), for inactives: at the top dose activity change, negative = inhibition, most hits filed as inhibitors | AID 485364, 2010 | Schistosoma mansoni thioredoxin glutathione reductase (TGR), Q962Y6 | purified TGR, DTNB reduction, TNB absorbance 405 nm; also: potency is read from the fitted curve at half-maximal effect; nearly all actives have a fitted effect of over 60% in size
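TGR 20 nM + NADPH 100 uM (dispensed conc.), cpd preinc 15 min RT; start with NADPH (500 uM addition) then DTNB (15 mM addition). Kinetic TNB absorbance, 405 nm filter. Four-parameter Hill fit across titration.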
AmpC detergent: qHTS Inhibitors of AmpC Beta-Lactamase (assay with detergent); P00811; AmpC hydrolysis of nitrocefin, absorbance 480 nm, 0.01% Triton; Potency, µM (doses to about 114 µM), for the others: at the top dose activity change, negative = inhibition, most hits filed as inhibitors; hit rate 0.041% among 370,000; AID 485294, 2010;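 also: potency is read from the fitted curve at half-maximal effect; 0% = no-compound wells and -100% = no-enzyme wells; nearly all actives have a fitted effect of over 25% in size; some results filed as inactive show a strong effect at the top dose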
Target sequence (P00811 whole entry, looked up): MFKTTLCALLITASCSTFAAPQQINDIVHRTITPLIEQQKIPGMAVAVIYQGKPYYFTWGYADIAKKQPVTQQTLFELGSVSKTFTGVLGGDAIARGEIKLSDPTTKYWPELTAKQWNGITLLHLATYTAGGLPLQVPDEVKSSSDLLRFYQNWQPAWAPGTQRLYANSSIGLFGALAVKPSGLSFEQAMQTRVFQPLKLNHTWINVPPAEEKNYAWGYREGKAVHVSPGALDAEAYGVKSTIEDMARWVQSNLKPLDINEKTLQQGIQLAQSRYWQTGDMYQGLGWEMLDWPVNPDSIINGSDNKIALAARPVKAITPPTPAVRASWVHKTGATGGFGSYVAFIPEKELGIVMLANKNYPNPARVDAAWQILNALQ
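AmpC (5.3 nM in the dispensed reagent) in 20 mM phosphate pH 7.0 with 0.01% (detergent screen) or 0.0001% Triton X-100 was preincubated with compounds for 15 min at room temperature. Nitrocefin was then added from an 800 uM solution, and hydrolysis was followed at 480 nm.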
HCV inhibitor: qHTS Assay for Inhibitors of Hepatitis C Virus (HCV). Huh7.5.1 HCVcc-Cre infection, luciferase reporter, 44 h. hit rate 3.4% among 340,000. Potency, µM (top dose mostly 41.8 µM), without a hit: at the top dose activity change, negative = inhibition, actives largely listed as inhibitors. AID 651820, 2012; also: potency is read from the fitted curve at half-maximal effect
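Cells seeded at 1,000/well and cultured 4 h, then compounds added followed by HCVcc-Cre virus (~0.5 moi). After 44 h further culture, luciferase substrate was added, plates held 15 min at room temperature, and luminescence read for 15 sec.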
FBPA Giardia inh: qHTS Assay for Inhibitors of Fructose-1,6-bisphosphate Aldolase from Giardia Lamblia; purified Giardia FBPA; hit rate 0.71% among 290,000; A8B2U2; Potency, µM (series often up to 59.6 µM), for the others: at the top dose activity, negative = inhibition, usual class: inhibitors; also: potency is read from the fitted curve at half-maximal effect; nearly all actives have a fitted effect of over 55% in size
Target sequence (A8B2U2 whole entry, looked up): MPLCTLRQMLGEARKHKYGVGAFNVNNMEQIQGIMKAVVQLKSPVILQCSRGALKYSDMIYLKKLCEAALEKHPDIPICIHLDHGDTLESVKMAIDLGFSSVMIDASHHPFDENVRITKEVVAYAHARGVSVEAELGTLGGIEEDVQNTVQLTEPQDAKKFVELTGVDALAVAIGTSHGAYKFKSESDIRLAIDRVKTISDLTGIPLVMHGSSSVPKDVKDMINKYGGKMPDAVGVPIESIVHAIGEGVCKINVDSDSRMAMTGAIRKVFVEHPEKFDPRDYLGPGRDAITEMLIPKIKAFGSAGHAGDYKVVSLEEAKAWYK
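Giardia FBPA (40 nM reagent) was preincubated 10 min at RT with compound (up to 57.5 uM final), then substrate plus GAPDH/TPI/NAD/arsenate coupling system with diaphorase/resazurin was added; resorufin fluorescence (525/598 nm) was read after 20 min.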
AmpC inh no detg: qHTS Inhibitors of AmpC Beta-Lactamase (assay without detergent). P00811. AmpC nitrocefin hydrolysis, absorbance 480 nm, 0.0001% Triton. Potency, µM (top dose mostly 57.1 µM), without a hit: at the top dose activity change, negative = inhibition, most hits filed as inhibitors. hit rate 0.52% among 330,000;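 also: potency is read from the fitted curve at half-maximal effect; plate controls were no compound for no effect and no enzyme for full effect; nearly all actives have a fitted effect of over 20% in size; some results filed as inactive show a strong effect at the top dose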
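20 mM phosphate pH 7.0 + 0.01% (detergent screen) or 0.0001% Triton X-100; 5.3 nM AmpC reagent; cpd preinc 15 min RT; nitrocefin (800 uM stock) to start; A480 q20 s × 4 min; Activity was normalised to no-enzyme and no-compound control wells.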
An asterisk follows results filed as active; ? = inconclusive; · = not tested or not shown; & = joins results of further samples; [ ] = remark or other dose. Unless noted, calls follow the shape of the dose curve; as a rule, active = well fitted curve in the direction sought with a large enough effect; inconclusive = small, poorly fitted or top-dose-only effect, or another doubt; inactive = no such curve, though single readings can be large; an effect the other way counts as inactive or inconclusive. Unless noted, % is scaled to controls: 0 for no effect and ±100 for the full control effect.

SMILES	HCMV antiviral	Sm TGR block	AmpC detergent	HCV inhibitor	FBPA Giardia inh	AmpC inh no detg
CC(C)(C)c1ccc(NC(=S)NCc2cccs2)cc1	-19	-1%	-1%	?	0%	-47%
CC(=O)c1ccc(N2CCN(C(=O)c3cccs3)C(C)C2)c(F)c1 (configuration not stated)	15	-21%	2%	1%	4%	7%
CCCCn1c(CCNC(=O)CC)nc2ccccc21	-8	-3%	?	-13%	2%	6%
NNC(=O)c1cccn(Cc2cccc(C(F)(F)F)c2)c1=O	·	46%	-1%	?	20%	-13%
COc1ccc(NC(=O)CCCNC(=O)Cn2cnc3sc(C)c(C)c3c2=O)c(OC)c1	23	2%	-5%	-8%	1%	-5%
Cc1ccc(NC(=O)C2CCN(c3nnc(-n4cccc4)s3)CC2)cc1Cl	-12	34%	-3%	·	·	·
CCOc1ncccc1C(=O)Nc1ccc(S(=O)(=O)N2CC(C)CC(C)C2)cc1 (configuration not stated)	2	·	·	-1%	·	-27%
COc1ccc(C2NC(=O)NC(C)=C2[N+](=O)[O-])cc1OC (configuration not stated)	10	-3%	7%	-3%	2%	-16%
COc1ccc(NC(=O)C(Cc2ccccc2)n2cccc2)cc1OC (configuration not stated)	0&15	15%&-10%	4%&1%	-7%	-1%	22%
CC(C)(C)c1ccc(S(=O)(=O)N2CCCCC2)cc1	-10	-1%	-10%	-3%	8%	-16%
COc1cccc(CN2C(=O)C(C)Oc3ccccc32)c1 (configuration not stated)	-6	-15%	0%	15%	-5%	-19%
CN(CC(=O)NCc1ccco1)CC(=O)Nc1c(Cl)cccc1Cl	-8	-28%	?	22%	·	-2%
COc1ccc(-c2cc(C(F)(F)F)c(C#N)c(SCC(=O)Nc3ccc(C)cc3)n2)cc1	100	23%	-12%	-5%	-5%	10%
c1ccc(CNC2=NCCS2)cc1	11	-2%	-9%	0%	0%	-7%
Cc1ccccc1NC(=O)c1ccccn1	-17	21%	2%	10%	-3%	-13%
CCOC(=O)c1c(C)nc2sc(C(=O)Nc3ccccc3)c(N)c2c1-c1ccc(OC)cc1	·	-3%	?	6.3µM*	-4%	-25%
CCOc1ccc(Nc2ncnc3c2nc2n3CCCCC2)cc1	-33	2%	17%	·	·	·
CCN(Cc1ccccc1)S(=O)(=O)c1ccc2[nH]c3c(c2c1)CCCCC3	-13	10%	9%	·	·	·
O=S(=O)(c1ccc(Br)cc1)N1CCCc2ccccc21	-7	-1%	5%	?	-4%	-24%
CCCOc1ccc(S(=O)(=O)N2CCN(C)CC2)c2ccccc12	-61*	-14%	-5%	-20%	-3%	176%[activator]
C=CCOc1ccc(-c2nc3c(c(=O)[nH]c(=O)n3CCCC)n2C)cc1OC	3	-2%	1%	-17%	4%	-7%
O=C(CSc1nnc(SCc2cccc3ccccc23)s1)N/N=C/c1c[nH]c2ccccc12	-13	3%	-8%	?	-11%	-14%
O=C(CCc1nnc2ccc(N3CCCC3)nn12)Nc1ccc(F)cc1F	-40	8%	-4%	2%	0%	3%
N=c1c(S(=O)(=O)c2ccc(Cl)cc2)cc2c(=O)n3ccccc3nc2n1Cc1cccnc1	·	-13%	4%	-13%	·	-12%
COc1c(N2CCN(C(=S)Nc3ccc(F)cc3)C(C)C2)c(F)cc2c(=O)c(C(=O)O)cn(C3CC3)c12 (configuration not stated)	3	-25%	-8%	-11%	·	1%
Cc1[nH]c2ccccc2c1C(=O)CSc1cccc[n+]1[O-]	131	-14%	6%	-21%	-22%	-11%
CCN(c1ccccc1)C1(O)C(=O)c2ccccc2C1=O	-29	4%	3%	7%	1%	-14%
Nc1nnnn1CC(=O)N/N=C/C=C/c1ccccc1	13	8%	0%	3%	1%	-25%
O=C(Nc1ccc(F)cc1)c1ccc(Br)c(S(=O)(=O)N2CCOCC2)c1	-27	-4%	-11%	?	-1%	-26%
O=C(c1cc2ccc([N+](=O)[O-])cc2oc1=O)N1CCOCC1	41	-1%	-4%	10%	0%	7%
CC(=O)CCc1ccc(OCCCCN2CCC(Cc3ccccc3)CC2)cc1	5	4%	-3%	?	?	2%[2.29 µM]
O=C1CC(c2ccc(F)cc2)c2c(c3ccccc3[nH]c2=O)O1 (configuration not stated)	-29	7%	-5%	·	·	·
COc1cc2c(cc1NC(=O)c1ccccc1F)CCCC2	115	-3%	-19%	?	-1%	-19%
COc1ccc(CCNC(=O)COc2ccc(N(C)S(=O)(=O)c3ccc(Cl)cc3)cc2)cc1	-18	4%	7%	7.1µM*	0%	-1%
CCN(CCO)Cc1csc2ccc(Br)cc12	6	?	-9%	-21%	-9%	4%
CCOc1ccc(CC(=O)Nc2sc(Cc3ccccc3)c(C)c2C(N)=O)cc1OCC	-1	-13%	-7%	-16%	-23%	-16%
Cc1nn(-c2nc3ccccc3[nH]2)c(N)c1-c1ccccc1	38	9%	-4%	32µM*	0%	-28%
Fc1ccc(C2NCCc3[nH]cnc32)cc1 (configuration not stated)	-11	-12%	-7%	2%	11%	-18%
CCn1c(CCCNC(=O)c2ccc(F)cc2)nc2ccccc21	9	0%	?	-1%	-3%	35µM*
COc1ccccc1N=c1c2c([N+](=O)[O-])cc([N+](=O)[O-])cc2n(O)n1-c1ccccc1OC	·	4%	8%	·	4%	-13%
CC1CCC(NC(=O)Cn2c(=O)oc3cc(S(=O)(=O)N4CCCC4)ccc32)CC1 (configuration not stated)	-18	18%	1%	-11%	7%	-18%
COc1ccc(C(=O)OCC(=O)Nc2ccc(F)c(F)c2)cc1OC	3	5%	6%	-21%	6%	-18%
Nc1ncnc(NNC(=O)CNC(=O)c2c(F)cccc2Cl)c1[N+](=O)[O-]	13	8%	6%	14%	16µM*	-5%
CCN1CCN(c2ccccc2NC(=O)C(C)Oc2ccc(C(C)=O)cc2)CC1 (configuration not stated)	14	-5%	-10%	?	·	40%
Cc1cc(NC(=O)COc2cccc([N+](=O)[O-])c2)no1	-26	45µM*	-9%	-4%	·	22%
COc1ccc2c(c1)C1(C)CC(C)(C)N2C(=O)N1c1ccccc1 (configuration not stated)	-21	-15%	-1%	-17%	?	12%
O=C1CCC([N+](=O)[O-])C(c2ccc(Br)cc2)N1 (configuration not stated)	16	-9%	-4%	2%	2%	-11%
CCN1CCSc2ccc(C(=O)NCc3cc(Br)ccc3OC)cc21	?	3%	-3%	?	8%	-28%

Part of the list above in a different format.
Results follow in this order: HCMV antiviral | Sm TGR block | AmpC detergent | HCV inhibitor | FBPA Giardia inh | AmpC inh no detg
- CCn1c(CCCNC(=O)c2ccc(F)cc2)nc2ccccc21
    9 | 0% | ? | -1% | -3% | 35µM*
- COc1ccccc1N=c1c2c([N+](=O)[O-])cc([N+](=O)[O-])cc2n(O)n1-c1ccccc1OC
    · | 4% | 8% | · | 4% | -13%
- CC1CCC(NC(=O)Cn2c(=O)oc3cc(S(=O)(=O)N4CCCC4)ccc32)CC1 (configuration not stated)
    -18 | 18% | 1% | -11% | 7% | -18%
- COc1ccc(C(=O)OCC(=O)Nc2ccc(F)c(F)c2)cc1OC
    3 | 5% | 6% | -21% | 6% | -18%
- Nc1ncnc(NNC(=O)CNC(=O)c2c(F)cccc2Cl)c1[N+](=O)[O-]
    13 | 8% | 6% | 14% | 16µM* | -5%
- CCN1CCN(c2ccccc2NC(=O)C(C)Oc2ccc(C(C)=O)cc2)CC1 (configuration not stated)
    14 | -5% | -10% | ? | · | 40%

Next part
SMILES	HCMV antiviral	Sm TGR block	AmpC detergent	HCV inhibitor	FBPA Giardia inh	AmpC inh no detg
Cc1c(OC(C)C(=O)NCC2CCC(C(=O)O)CC2)ccc2c3c(c(=O)oc12)CCCC3 (configuration not stated)	-12	3%	?	12%	8%	-10%
O=C(CCc1ccccc1)c1nnc(-c2ccccc2)o1	39	14%	-6%	-5%	-4%	-19%
O=C(c1ccc(N2CC3CC(C2)c2cccc(=O)n2C3)c([N+](=O)[O-])c1)N1CCCCC1 (configuration not stated)	17	-17%	-9%	2%	3%	-5%
NCCCCCc1nnc(SCc2ccccc2Cl)o1	-76*	11%	-9%	-20%	0%	18%
O=C(Nc1ccccc1C(=O)O)c1cc(S(=O)(=O)N2CCCCCC2)ccc1Cl	5	2%	-4%	-9%	7%	-24%
CCN(CC(=O)Nc1ccc(OC)cc1)C(=O)c1ccc2ccccc2c1	10	·	·	-4%	·	-25%
Cc1ccc2c(C)c(C(=O)N(Cc3ccc(N(C)C)cc3)C3CCS(=O)(=O)C3)oc2c1 (configuration not stated)	26	2%	-13%	-21%	6%	93%[activator]
O=c1nc(/C=C/c2cc([N+](=O)[O-])ccc2Cl)cc(C(F)(F)F)[nH]1	-68*	?	4%	-4%	3%	-23%
CC(C)(C)CC(=O)Nc1ccc(S(=O)(=O)N2CCCC2)cc1	-19	7%	2%	5%	-1%	-38%
CN1CCc2c(n(CC(O)CN3CCN(CCO)CC3)c3ccccc23)C1=O (configuration not stated)	-6	-31%	-13%	18%	-28%	-16%
O=c1c2ccccc2c2ccccc2c(=O)n1-c1ccccc1	135	·	10%	4%	6%	-7%
O=C1NC(=O)N(c2ccccc2)C(=O)/C1=C/C=C/c1ccco1	-100*	10µM*	7%	?	-13%	-36%
COc1ccc(OC)c(Nc2nc(-c3ccccc3O)nc3ccccc23)c1	-26	·	1%	?	-3%	-14%
COC(=O)c1ccc(CNC(=O)c2ccc3oc(C(C)C)nc3c2)cc1	-17	-16%	0%	10%	·	-22%
COc1ccccc1NS(=O)(=O)c1cc(C(=O)N2CCCC2)ccc1F	-9	1%	-2%	-9%	·	-5%
CC(OC(=O)c1cccs1)C(=O)NCc1ccco1 (configuration not stated)	1	-5%	-16%	8%	1%	-3%
CCOC(=O)c1nn(-c2ccc3c(c2)CCN3C(C)=O)cc1O	44	0%	?	5%	-8%	-13%
Cc1cc(=O)oc2cc(OCC(=O)OCC(=O)Nc3ccc4ccccc4c3)ccc12	16	-2%	-5%	13%	-1%	-2%
O=C(O)c1cc(S(=O)(=O)Nc2ccc(N3CCCCC3)cc2)ccc1Cl	12	-4%	8%	10%	20%	-9%
CC1CCCCC1NC(=O)Cn1nnc(-c2ccc(Cl)cc2)n1 (configuration not stated)	?	-8%	1%	-9%	0%	-15%
O=[N+]([O-])c1ccc2c(c1)ncn2-c1ccccc1	-70*	0%	?	?	-10%	-33%
CCOc1ccc(C(=O)NC(=S)Nc2cccnc2)cc1	15	-3%	3%	4%	?	-10%
O=C(c1cc2ccccc2o1)N1CCC(N2CCC(C(=O)N3CCCC3)CC2)CC1	-15	·	-12%	-25%	2%	16%
COC(=O)[C@@H](NC(=O)NC1CCCc2ccccc21)C(C)C (some centres not stated)	61	-2%	-2%	3%	5%	-11%

Entries of single compounds from above. Order of screens: HCMV antiviral	Sm TGR block	AmpC detergent	HCV inhibitor	FBPA Giardia inh	AmpC inh no detg
COC(=O)c1ccc(CNC(=O)c2ccc3oc(C(C)C)nc3c2)cc1 reads -17	-16%	0%	10%	·	-22%
CC(OC(=O)c1cccs1)C(=O)NCc1ccco1 (configuration not stated) reads 1	-5%	-16%	8%	1%	-3%
